Bcl-W Bim block – inhibitors of Bim-Bcl-W interaction, human; Q92843; bead-based flow cytometry, Bim peptide-Bcl-W binding; inhibition, % at 10 µM; 190,000 compounds, 0.02% hits; AID 952;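 further: 0% = bound tracer without compound and 100% = peptide blocker; higher means less fluorescent Bim peptide bound to Bcl-W beads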
Target sequence (Q92843 whole entry, looked up): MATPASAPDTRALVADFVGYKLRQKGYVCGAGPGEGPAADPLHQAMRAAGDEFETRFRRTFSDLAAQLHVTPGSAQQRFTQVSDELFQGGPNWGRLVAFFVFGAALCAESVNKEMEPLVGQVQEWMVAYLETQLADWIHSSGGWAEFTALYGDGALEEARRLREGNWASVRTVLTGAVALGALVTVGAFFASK
Mcl-1 Bim block – inhibitors of Bim-Mcl-1 interaction, human; inhibition, % at 10 µM; AID 1009; 190,000 compounds, 0.1% hits; Bead-based flow cytometry, Bim peptide-Mcl-1 binding;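 further: 0% = no compound tracer wells and 100% = peptide blocker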
RGS4-Gao reg – human RGS4-Galphao interaction regulation. P09471. Multiplexed bead flow cytometry, RGS4-Galphao binding; actives lie on both sides. binding response (% of control), % at 10 µM. 220,000 compounds, 0.33% hits; in the data active means binding response below about 49% or above about 150%; inactive means in between;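 further: fluorescent Galphao activated with aluminum fluoride binding bead-coupled RGS4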
Target sequence (P09471 whole entry, looked up): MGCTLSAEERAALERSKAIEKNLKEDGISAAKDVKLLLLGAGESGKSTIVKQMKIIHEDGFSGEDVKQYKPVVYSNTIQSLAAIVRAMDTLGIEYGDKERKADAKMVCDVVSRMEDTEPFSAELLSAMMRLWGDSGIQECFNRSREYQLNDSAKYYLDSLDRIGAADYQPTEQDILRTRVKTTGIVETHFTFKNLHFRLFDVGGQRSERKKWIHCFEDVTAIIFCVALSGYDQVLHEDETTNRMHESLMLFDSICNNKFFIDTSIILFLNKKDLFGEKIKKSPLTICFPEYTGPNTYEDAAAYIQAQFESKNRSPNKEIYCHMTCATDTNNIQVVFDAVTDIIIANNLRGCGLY
Bcl-B Bim block – human Bim-Bcl-B interaction inhibition | Q9HD36 | bead-based flow cytometry, Bim peptide-Bcl-B binding | inhibition, % at 10 µM | 190,000 compounds, 0.073% hits | AID 951;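 further: 0% = tracer peptide without compound and 100% = reference inhibitor peptide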
Bcl-2 Bim block – inhibitors of Bim-Bcl-2 interaction, human; P10415; Bead-based flow cytometry, Bim peptide-Bcl-2 binding; inhibition, % at 10 µM; 190,000 compounds, 0.06% hits; AID 950; in the data active means inhibition above about 40%; inconclusive means no clear call, values can overlap the other calls;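 further: 0% = no compound wells with probe peptide and 100% = reference peptide inhibitor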
Target sequence (P10415 whole entry, looked up): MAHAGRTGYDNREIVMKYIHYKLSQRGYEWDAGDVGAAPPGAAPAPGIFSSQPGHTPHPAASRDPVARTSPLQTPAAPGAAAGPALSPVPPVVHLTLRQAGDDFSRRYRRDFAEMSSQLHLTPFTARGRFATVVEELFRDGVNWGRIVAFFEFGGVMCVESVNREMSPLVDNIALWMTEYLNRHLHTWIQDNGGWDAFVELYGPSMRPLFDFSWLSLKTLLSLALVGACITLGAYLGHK
RGS7-Gao – modulates binding of RGS7 to human Galphao; P09471; Multiplexed bead flow cytometry; actives lie on both sides; binding response (% of control), % at 10 µM; 220,000 compounds, 0.35% hits; AID 1439; in the data active means binding response below about 49% or above about 150%; inconclusive means no clear call, values can overlap the other calls; inactive means in between;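 further: fluorescent Galphao held in activated GDP-AlF4 state binding bead-coupled RGS7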
ABCG2 block – human ABCG2 inhibition, ABCB1 as counter-screen. Q9UNQ0. IgMXP3 cells, JC-1 efflux, flow cytometry. inhibition, % at 6.6 µM. 190,000 compounds, 0.1% hits. AID 1325;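 active means inhibition above 80%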;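 further: 0% = DMSO and 100% = nicardipine control wells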
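test system = two drug-resistant human cell lines, ABCG2 and ABCB1 | amount = 3 million cells/mL final, two lines in 1:1 ratio | reagent = JC-1 transporter substrate | doses = one concentration, 6.6 µM final | incubation = 10 min at 25 °C | signal = flow cytometric JC-1 green MFI at 530 nm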
ABCB1 inh – blocks JC-1 efflux by human ABCB1 transporter; P08183; CCRF-Adr cells, flow cytometry; inhibition, % at 6.6 µM; 190,000 compounds, 0.067% hits; in the data active means inhibition above about 40%;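 further: 0% = vehicle and 100% = reference inhibitor; higher value means more JC-1 retained so stronger ABCB1 efflux block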
Bcl-XL Bim block – disrupts Bim peptide binding to human Bcl-XL | bead flow cytometry, fluorescence | inhibition, % at 10 µM | 190,000 compounds, 0.04% hits
Bim-Bfl-1 – human Bim-Bfl-1 interaction inhibition | Bead-based flow cytometry, Bim-Bfl-1 binding inhibition | inhibition, % at 10 µM | 190,000 compounds, 0.12% hits | AID 1008;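 further: 0% = wells without compound plus tracer and 100% = blocker peptide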
RGS8-Gao – human RGS8-Galphao interaction regulation; 220,000 compounds, 0.34% hits; multiplexed bead flow cytometry, RGS8-Galphao binding; actives lie on both sides; response (percent of control binding), % at 10 µM; in the data active means response below about 60% or above about 140%; inactive means in between;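 further: Galphao activated as the GDP aluminium fluoride complex binding bead-coupled RGS8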
Numbers without * were called inactive; ? = inconclusive. Unless noted, no stated cut-off is given here; in the data, active means inhibition above about 40%.

#	molecule	Bcl-W Bim block	Mcl-1 Bim block	RGS4-Gao reg	Bcl-B Bim block	Bcl-2 Bim block	RGS7-Gao	ABCG2 block	ABCB1 inh	Bcl-XL Bim block	Bim-Bfl-1	RGS8-Gao
1	O=C(NCCCN1CCOCC1)c1ccc(S(=O)(=O)N2CCOCC2)cc1	1	0	97	0	0	101	0	0.2	0	0	101
2	CCn1cc(C(=O)O)c(=O)c2cc(F)c(N3CCN(S(=O)(=O)c4ccc(NC(=O)OC)cc4)CC3)cc21	-7	-3	85	-11	-1	80	1	-0.5	-7	-13	73
3	O=C(Cc1cccc2ccccc12)Nc1nc(-c2cccc([N+](=O)[O-])c2)cs1	-7	-2	102	-10	-7	106	0	0.2	-6	-7	103
4	CN(C)S(=O)(=O)Nc1cc(F)cc(F)c1	0	-1	94	-3	-5	96	4	0.4	0	-4	97
5	CCOc1ccc(NC(=O)CSc2nc3ccccc3c(=O)n2CCCC(=O)NCCCN2CCCC2=O)cc1	-3	-2	104	-8	-3	103	4	0.5	-4	-7	104
6	CCC(C)(C)NC(=O)CN(Cc1cccs1)C(=O)CNS(=O)(=O)c1ccc(C)cc1	-1	-3	100	2	-4	98	3	0.7	-3	-3	101
7	COc1ccc(/C(O)=C2\C(=O)C(=O)N(CCN(C)C)C2c2cccc(OC)c2OC)cc1 (stereo not drawn)	0	1	92	1	0	85	0	0.2	0	1	95
8	COc1ccccc1C(=O)n1nc(-c2cccnc2)nc1NCc1ccccc1	0	-1	102	-1	0	100	1	0.8	-1	-3	102
9	Cn1c(=O)cc(SCC(=O)N2CCN(Cc3ccc4c(c3)OCO4)CC2)c2ccccc21	0	-3	99	-8	-9	96	3	1.2	-12	-10	97
10	O=C(Cn1cc(C(=O)c2ccco2)c2ccccc21)NCc1ccco1	-3	-3	101	-1	-3	100	2	0.4	-2	3	102
11	Cc1csc2nc(CNC(=O)c3cccc(C(F)(F)F)c3)cn12	0	1	105	-5	-2	104	2	0.3	-1	-14	101
12	CC(C)CNC(=O)CSc1nnc(-c2ccccn2)n1Cc1ccccc1	0	-3	107	-7	-7	104	5	0.9	-4	-10	106
13	CCCCOC(=O)C1=C(C)NC(=O)NC1c1ccc([N+](=O)[O-])s1 (stereo not drawn)	-2	-1	102	-5	-2	100	4	-9.9	-3	0	100
14	Cc1nc(-c2cccc(S(=O)(=O)N3CCOCC3)c2)cs1	-3	-3	103	-11	-4	99	0	0.0	-3	-11	103
15	Cc1ccc(C(=O)Nc2cccc(C(=O)N3CCOCC3)c2)cc1	-3	0	122	-1	-2	116	1	0.3	-2	0	104
16	Cc1ccc(-c2nnc(-c3ccc(Br)cc3)o2)o1	-1	-4	98	-3	-5	97	2	-0.1	-2	5	95
17	CC(=O)Nc1cc(NC(C)=O)cc(-c2nc3ccccc3[nH]2)c1	-5	-1	102	-9	-11	99	0	0.3	-6	-16	100
18	C/C(O)=C/c1nc2ccccc2[nH]c1=O	-1	0	101	1	0	98	0	0.0	-1	-1	100
19	COCCn1c(SCC#N)nnc1-c1ccc([N+](=O)[O-])cc1	2	1	102	-3	-2	104	14	0.5	-1	-5	101
20	CCOC(=O)CC1ON(C)C(=O)N1c1ccc(Cl)cc1Cl (stereo not drawn)	-3	-7	100	-12	-16	94	9	1.6	-4	-16	99
21	COc1cccc(CCNc2ccc(N3C(=O)CC(C)C3=O)cc2[N+](=O)[O-])c1 (stereo not drawn)	-1	1	105	-3	0	99	15	2.7	-1	-3	102
22	CC(=O)Nc1cc(S(=O)(=O)Nc2ccccc2)c(C)cc1C	0	-2	102	-3	-2	98	6	1.0	0	-8	100
23	CCCCOn1c(C)c(C(C)=O)c2c3no[n+]([O-])c3ccc21	-2	0	108	-2	0	102	14	2.6	-5	-3	78
24	O=C(NCCCN1CCOCC1)c1cc(-c2ccc(Cl)cc2)on1	-2	-5	116	-1	-1	116	9	-0.6	-3	-9	128
25	Cc1ccc(S(=O)(=O)N/N=C\c2cc3c(cc2[N+](=O)[O-])OCO3)cc1	3	11	99	-3	-4	103	3	1.4	-2	-4	102
26	CCOc1ccc(-n2c(SCC(=O)Nc3ccc(OC)cc3OC)nc3c(c2=O)SCC3)cc1	-3	-3	99	-3	-3	97	2	1.2	-1	-3	99
27	O=C(O)CCN=Cc1c(O)c2ccccc2oc1=O	-3	0	99	-1	-5	106	2	-0.2	0	-6	101
28	COc1ccc(OC)c(Nc2cc(C)nc3nc(C)nn23)c1	-1	0	102	-5	-7	98	3	0.2	-4	-8	102
29	CCOC(=O)C1C2C=CC3(CN(C4CCCC4)C(=O)C13)O2 (stereo not drawn)	-4	-1	94	-4	0	93	1	0.3	1	-1	99
30	O=C(NC1CCCCCC1)C1Cc2ccccc2CN1C(=O)c1ccco1 (stereo not drawn)	1	0	100	-2	1	?	-1	0.6	0	1	99
31	CCNC(=O)C(C)Oc1ccc(Cl)cc1Cl (stereo not drawn)	0	1	104	-2	0	95	8	2.1	-4	-5	102
32	CCOc1ccc(CSC2=NCCN2)cc1Cl	-1	1	103	-4	-3	102	4	0.8	-2	-6	101
33	Cc1c(NC(=O)c2cccnc2C(=O)O)cccc1C(=O)O	-5	-1	101	-11	-6	102	3	0.1	-5	-14	103
34	CC1=NN(c2ccccc2)C(=O)/C1=C/c1cc2cc(C)ccc2nc1N1CCCCC1	11	9	102	7	2	98	-2	-0.4	2	-7	101
35	CC(=O)Nc1nnc(SCC(=O)N2CCCc3ccccc32)s1	-2	-1	101	-4	-4	103	1	0.3	-4	-9	104
36	CCOc1ccccc1C1N(c2ccc(F)cc2)C(=O)C2CCCN21 (stereo not drawn)	0	0	102	-8	-5	113	1	0.1	4	-9	99
37	OCCC1CN(Cc2ccccc2-c2ccco2)CCN1Cc1ccccc1 (stereo not drawn)	-4	-1	100	-2	-3	101	2	1.0	-3	-5	100
38	COc1ccc(NC(=S)N2CCN(C(c3ccccc3)c3ccccc3)CC2)cc1OC	-3	-5	105	-1	-2	107	6	1.2	-1	0	130
39	Cc1cc(OC(=O)Cc2cccc3ccccc23)c([N+](=O)[O-])c(=O)[nH]1	-3	-5	97	-6	-6	94	0	0.2	-7	-2	83
40	O=C(Nc1nc(-c2nc3ccccc3s2)cs1)C1CC1	-6	-4	104	-6	-7	100	9	0.4	-9	-10	100
41	CCCCP(=O)(CCCC)Cc1ccccc1	-2	-6	98	-14	-9	101	5	0.1	-8	-16	98
42	COc1cc(OC)cc(C(=O)N2CCN(S(C)(=O)=O)CC2)c1	-2	-1	100	-11	-4	100	0	-0.1	-5	-14	99
43	Cc1nc(COC(=O)c2ccc(CO)cc2)cs1	-2	-2	102	-7	-7	100	16	0.4	-5	-14	101
44	Cc1nn(Cc2ccc(Cl)cc2)c(C)c1NC(=O)CSc1nc2c(c(C(F)(F)F)n1)CCc1ccccc1-2	2	0	100	-6	-6	97	11	2.2	-1	-3	101
45	CCOc1ccccc1CN1CCN(Cc2[nH]c3ccccc3c2C)CC1CCO (stereo not drawn)	-3	-1	100	-2	-2	98	2	0.8	-5	-6	100
46	CCCCCCCn1c2c(c(=N)c3ccccc31)CCC2	-2	-2	104	-8	-2	103	1	0.3	-6	-7	103
47	C=CCSc1nc(C)c(CCCC)c(=O)[nH]1	0	0	104	-1	-2	99	7	0.1	-2	-6	102
48	CC(Sc1nc(NCc2ccccc2)nc(N(C)C)n1)C(=O)Nc1ccccc1 (stereo not drawn)	0	0	101	0	-2	103	1	0.5	0	1	99

Among those listed so far, these contain a CF3 group.
#	molecule	Bcl-W Bim block	Mcl-1 Bim block	RGS4-Gao reg	Bcl-B Bim block	Bcl-2 Bim block	RGS7-Gao	ABCG2 block	ABCB1 inh	Bcl-XL Bim block	Bim-Bfl-1	RGS8-Gao
11	Cc1csc2nc(CNC(=O)c3cccc(C(F)(F)F)c3)cn12	0	1	105	-5	-2	104	2	0.3	-1	-14	101
44	Cc1nn(Cc2ccc(Cl)cc2)c(C)c1NC(=O)CSc1nc2c(c(C(F)(F)F)n1)CCc1ccccc1-2	2	0	100	-6	-6	97	11	2.2	-1	-3	101

Next section
#	molecule	Bcl-W Bim block	Mcl-1 Bim block	RGS4-Gao reg	Bcl-B Bim block	Bcl-2 Bim block	RGS7-Gao	ABCG2 block	ABCB1 inh	Bcl-XL Bim block	Bim-Bfl-1	RGS8-Gao
49	CCCNc1nc(=S)n(-c2ccccc2)c(C)c1C(C)=O	-6	-13	98	-5	-3	96	2	0.1	-1	-1	99
50	COc1ccc(C(=O)N(CCN2CCOCC2)CC(=O)NC2CCCC2)cc1OC	0	-2	100	0	-3	102	5	0.5	-1	-2	103
51	CCn1cc(Cl)c(C(=O)Nc2cccc(C(F)(F)F)c2)n1	1	0	99	-3	0	102	4	0.6	0	0	104
52	O=C1CC(c2ccccc2)n2nc(NC(=O)C3CCCO3)nc2N1 (stereo not drawn)	3	4	103	-7	0	101	0	-0.3	-1	-13	101
53	O=C1OCCC1Sc1nc(-c2ccccc2)cs1 (stereo not drawn)	1	-3	99	-12	-11	100	8	0.4	-3	-10	99
54	COc1ccccc1-n1c(SCC(=O)Nc2ccccc2F)nc2[nH]ncc2c1=O	0	0	101	-9	-4	101	3	0.6	-1	-1	102
55	CCOC(=O)C1CCN(C(=O)CCS(=O)(=O)c2ccc3c(c2)CCN3C(C)=O)CC1	-3	0	101	-1	-1	102	11	0.3	-4	3	99
56	O=C(O)CCCn1cc(NC(=O)c2ccc(Br)o2)cn1	-1	0	99	0	-3	91	6	0.4	-3	-7	99

Hits appear at their usual frequency. Share with any hit: about 0.94%.
